influenza NS1A: NS1A inhibition, H1N1 influenza, cell based functional assay (AID 504329). actives 0.3% (n = 340,000). NS1A functional cell-based assay, percent inhibition; higher % means a stronger effect. inhibition, % at 12.5 µM; hits with a dose series show IC50 in µM; in the data active = a potency from the dose series; inconclusive = inhibition above about 27% without an active follow-up result; note: strong numbers were not always called active
VEEV TC-83 Vero: inhibitors of VEEV TC-83 cytopathic effect, confirmation, Vero cells (AID 588727); Vero cells, VEEV TC-83 cytopathic effect inhibition; higher % means a stronger effect; actives 0.13% (n = 350,000); one-dose inhibition, % at 20 µM; IC50 in µM for titrated hits; in the data active = a potency from the dose series; inconclusive = inhibition mostly from about 14% at the one dose, without a potency; inactive = the rest, 99 in 100 with inhibition below about 12%; note: strong numbers were not always called active
Salmonella PhoP GFP: PhoP regulon inhibitors, Salmonella typhi PhoP promoter GFP reporter, confirmatory (AID 1850). inhibition, % at 50 µM, or IC50 in µM where a hit was titrated. Salmonella Typhi PhoP-promoter GFP reporter, fluorescence, 4 h; higher % means a stronger effect. actives 0.33% (n = 310,000); in the data active = a potency from the dose series; inconclusive = inhibition mostly from about 25% at the one dose, without a potency; inactive = the rest, 99 in 100 with inhibition below about 19%;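 note: 0% = induced wells with vehicle and 100% = uninduced wells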
tuberculosis growth: growth inhibition of non-replicating M. tuberculosis (AID 488890). Mycobacterium tuberculosis non-replicating, growth inhibition; higher % means a stronger effect. inhibition, % at 25 µM, or IC50 in µM where a hit was titrated. actives 0.39% (n = 320,000); in the data active = a potency from the dose series; inconclusive = inhibition mostly from about 82% at the one dose, without a potency; inactive = the rest, 99 in 100 with inhibition below about 76%;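 note: plate controls were DMSO cells for no effect and high antibiotic wells for full effect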
M. tuberculosis HTS: M. tuberculosis growth inhibition, HTS (AID 449762); M. tuberculosis H37Rv growth inhibition, 7H9 media; higher % means a stronger effect; inhibition, % at 25 µM, or IC50 in µM where a hit was titrated; actives 0.59% (n = 330,000); in the data active = a potency from the dose series; inconclusive = inhibition above about 70% without an active follow-up result;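 note: bacterial growth assessed after seven days of incubation; strong numbers were not always called active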
VEEV TC-83 Vero 10K pilot screen: recorded beside VEEV TC-83 Vero, whose call it bears; inhibition, %; measured here: 10K pilot screen inhibition
Numbers without * were called inactive; i = inactive; ? = inconclusive; / = no result given.

SMILES | influenza NS1A | VEEV TC-83 Vero | Salmonella PhoP GFP | tuberculosis growth | M. tuberculosis HTS | others
Cn1c(=O)oc2cc(S(=O)(=O)Nc3ccc4c(c3)OCO4)ccc21 | 2% | 1.4% | -7% | -2% | -7%
Cc1nn(-c2ccccc2)c2nc(N)c(C(N)=O)cc12 | -3% | 0.2% | 0% | -9% | 4%
Cc1cc(=O)n2[nH]c(SCc3ccccc3Cl)nc2n1 | -7% | i | -5% | 12% | 2%
CC(=O)NC1=NN(C(C)=O)C(C)(c2ccc3ccccc3c2)S1 (centres undefined) | -5% | 1.6% | -20% | -30% | -16%
O=C(Nc1nccs1)c1cncc(Br)c1 | -11% | 2.0% | -2% | 61% | 0%
CCC(=O)NC1(C(F)(F)F)C(=O)Nc2c1c(=O)[nH]c(=O)n2CC(C)C (centres undefined) | -1% | 0.7% | -1% | 0% | -6%
Cc1ccc(C)c(NC(=O)CN(C)C(=O)c2ccc3ncsc3c2)c1 | 0% | 9.9% | / | / | /
CCCCn1c(N)c(N(CC(C)C)C(=O)c2ccc(Br)o2)c(=O)[nH]c1=O | -3% | 0.9% | 4% | -4% | 3%
CCCCN(CC)C(=O)Cn1cnc2sc(C)c(S(=O)(=O)N3CCC(C)CC3)c2c1=O | 5% | 0.7% | 11% | 6% | -1%
COc1ccc(CCN=C(N)NS(=O)(=O)c2ccc(OC)cc2)cc1 | 4% | i | 0% | 0% | -8%
Nc1ccc2c(c1)C(=O)N(CC1CCCO1)C2=O (centres undefined) | 14% | 5.2% | -5% | -3% | 3%
CC1CCCCN1C(=O)c1cc2ccccc2cc1O (centres undefined) | -16% | 6.7% | 1% | 29% | -6%
Cc1c(NC(=O)CN(C)CC(=O)Nc2ccc(F)c(F)c2F)c(=O)n(-c2ccccc2)n1C | -19% | 0.3% | / | -1% | 1%
Cc1cccc(C(=O)NCC(=O)OCC(=O)NCCNC(=O)COC(=O)CNC(=O)c2cccc(C)c2)c1 | -3% | i | 9% | -15% | -4%
CCCN=C(C)c1c(-c2ccccc2)[nH]n(-c2nc3ccccc3s2)c1=O | -8% | 7.6% | -5% | 18% | 3%
CCOc1ccccc1OCC(=O)Nc1ccc2[nH]c(=O)[nH]c2c1 | -7% | 8.1% | / | -21% | -2%
CCOc1ccc2nc(NC(=O)CN3CCN(c4ccccn4)CC3)sc2c1 | / | / | -2% | 12% | 17%
O=C1CC2CS(=O)(=O)CC2N1C1CCCCC1 (centres undefined) | 3% | 0.1% | -7% | -7% | -6%
CCC1Oc2ccccc2N(CC(=O)NCC2CCCO2)C1=O (centres undefined) | -11% | i | 12% | -10% | 11%
Cc1ccc2nsnc2c1NC(=O)c1ccc(-c2cc(Cl)ccc2Cl)o1 | -29% | 1.1% | -25% | 3% | -7%
COc1ccc(CN2CC(C(=O)NCc3cccc(OC)c3)CC2=O)cc1 (centres undefined) | -6% | 3.3% | 8% | 2% | -1%
COc1ccc(NC(=O)CSc2nc3cccnc3n2C)cc1 | 1% | 0.5% | -12% | 21% | 19%
COc1ccc(NC(=O)C2CCCN(C)C2)cc1OCC(C)C (centres undefined) | 5% | 0.4% | 7% | 14% | -3%
CON(C)C(=O)C[C@@H]1C[C@H](OC(=O)c2ccc([N+](=O)[O-])cc2)CN1C(=O)OC(C)(C)C | 2% | 0.4% | / | 8% | 8%
CS(=O)(=O)N1CCN(c2ccccc2NC(=O)c2ccc([N+](=O)[O-])o2)CC1 | -3% | 2.2% | 1% | 15% | ?
The listing continues.
SMILES | influenza NS1A | VEEV TC-83 Vero | Salmonella PhoP GFP | tuberculosis growth | M. tuberculosis HTS | others
CSCCC(NC(=O)c1ccco1)C(=O)NCC(c1ccco1)N1CCCCC1 (centres undefined) | -4% | 0.9% | / | -10% | -10%
COc1ccc(C(=O)Nc2ccc(N3CCN(c4ccc(OC)cc4)CC3)c(C#N)c2)cc1 | -2% | 0.7% | -10% | -6% | 11%
O=C(NCc1ccccn1)c1cccs1 | 20% | i | -2% | -13% | -13%
O=C(COc1ccccc1Cl)NCCNC(=O)c1ccncc1 | 6% | 3.2% | 6% | -12% | 3%
Cc1cc(C)n(/N=C/c2cccc([N+](=O)[O-])c2)c(=O)c1 | -1% | 1.0% | -1% | -9% | 0%
COc1ccc(C=C2C(=O)N(C)C(=O)N(C)C2=O)cc1CSc1ccccn1 | -3% | 0.5% | -7% | 10% | 2%
CCN(Cc1ccccc1)c1ccc(/C=N/N2CCOCC2)cc1 | 19% | 0.8% | -2% | / | 11%
COc1cc(NC(=O)C2CCCC2)c(OC)cc1Cl | -9% | 0.5% | 0% | 16% | -3%
COc1ccccc1CNc1ccc2nnc(CCNC(=O)c3ccccc3)n2n1 | -11% | 0.6% | -4% | 20% | 5%
Cc1cc(NC(=O)CSc2nc3ccccc3c(=O)n2CCCC(=O)NCc2ccco2)n[nH]1 | -4% | 0.3% | -15% | 25% | 9%
CC1CC(C)CN(CCCNC(=O)c2c(O)nc3ccccn3c2=O)C1 (centres undefined) | -6% | 0.9% | 1% | -16% | -9%
CSc1cccc(NC(=O)CCS(=O)(=O)c2cccc3nonc23)c1 | 6% | 3.2% | 13% | ? | 1.7µM*
CCc1ccc(NC(=O)C(C)OC(=O)c2ccc(-n3cnnn3)cc2)cc1 (centres undefined) | -2% | 1.5% | 4% | 2% | -7%
NC(=O)c1ccsc1NC(=O)CN1CCN(S(=O)(=O)c2ccccc2C(F)(F)F)CC1 | -7% | 8.4% | / | / | /
O=C(O)c1cccc(-c2ccc(/C=N/NC(=O)c3cccnc3)o2)c1 | -6% | 1.3% | -3% | -6% | 2%
COc1cc([N+](=O)[O-])ccc1NC(=O)COC(=O)CCOc1ccc(C)cc1 | -18% | 4.7% | / | ? | 0%
CC(C)(C)c1ccc(N2C(=O)Cc3c2nc(N)c(C#N)c3N)cc1 | -3% | 0.4% | 15% | 23% | 0%
COc1ccc(CCNC(=O)COC(=O)Cc2cccc(F)c2)cc1 | -18% | 2.1% | / | / | /
CCN(CC)S(=O)(=O)c1cccc(-c2nnc(SCc3nnc(-c4ccccc4)o3)n2C)c1 | -2% | 6.6% | -9% | 4% | -2%
CC(=O)Oc1cc2c(C(C)=O)coc2c2ccccc12 | 3% | 4.9% | 3% | -8% | -4%
CC(C)(O)C(=O)NN(C(=O)c1ccccc1)c1cccc(Br)c1 | -5% | 0.8% | -1% | -4% | -6%
COc1cc(OC)c(NS(=O)(=O)c2c(C)[nH]c(=O)[nH]c2=O)cc1Cl | -5% | 0.5% | -2% | -16% | 1%
CC(=O)N1CCN(c2ccccc2NC(=O)Cc2ccc(Cl)cc2)CC1 | 3% | i | -3% | -5% | -2%
O=C(CN1CCN(Cc2ccccc2)CC1)Nc1ccc(-n2cnnn2)cc1 | 13% | i | 5% | 2% | 8%
O=C(CSc1nnnn1C1CC1)N1CCN(c2cccc(Cl)c2)CC1 | -3% | 3.6% | / | 39% | 7%

Sorted by SMILES length (low to high): three of the compounds above
SMILES | influenza NS1A | VEEV TC-83 Vero | Salmonella PhoP GFP | tuberculosis growth | M. tuberculosis HTS | others
O=C(NCc1ccccn1)c1cccs1 | 20% | i | -2% | -13% | -13%
COc1cc([N+](=O)[O-])ccc1NC(=O)COC(=O)CCOc1ccc(C)cc1 | -18% | 4.7% | / | ? | 0%
NC(=O)c1ccsc1NC(=O)CN1CCN(S(=O)(=O)c2ccccc2C(F)(F)F)CC1 | -7% | 8.4% | / | / | /

(continued)
SMILES | influenza NS1A | VEEV TC-83 Vero | Salmonella PhoP GFP | tuberculosis growth | M. tuberculosis HTS | others
Cc1cccc(N2CCC(N=CN(C)C)=N2)c1 | 10% | 0.3% | -3% | 23% | ?
Cc1ccc(C(=O)COC(=O)c2cc(=O)[nH]c3ccccc23)cc1 | 0% | 0.9% | 0% | -1% | 3%
Cn1c(SCC(=O)O)nc2ccccc2c1=O | -7% | 0.4% | 1% | -3% | 8%
COc1cc(OC)cc(C(=O)NCCN2C(=O)S/C(=C\c3cccs3)C2=O)c1 | 12% | 10% | -18% | ? | 14%
CC(C)(C)NC(=O)NC(=O)COC(=O)CNC(=O)C1CCCCC1 | -9% | 1.5% | -11% | -17% | -4%
CCN(CC)S(=O)(=O)c1ccc(N2CCOCC2)c(NC(=O)CSCc2c(C)noc2C)c1 | -7% | 2.6% | / | / | /
CC(=O)NC1CSCC1OC(C)=O (centres undefined) | 3% | 1.3% | -3% | 15% | -4%
O=S(=O)(NCc1cn2ccccc2n1)c1cccs1 | 2% | 0.2% | 12% | 3% | -10%
COc1ccc(CNC(=O)CN(c2cc(C)cc(C)c2)S(=O)(=O)c2c(C)noc2C)cc1 | 4% | 0.2% | 12% | / | 1%
Cc1ccc(S(=O)(=O)N(C)c2ccc(N)cc2)cc1 | 0% | 1.2% | 9% | -9% | -21%
Cc1ccc(S(=O)(=O)/N=C(/c2ccc(F)cc2)N2CCCC2)cc1 | -1% | i | -6% | 17% | -5%
C=CCOc1c(Br)cc(CNc2ccc3[nH]c(=O)[nH]c3c2)cc1OCC | 0% | 0.6% | -7% | 17% | 16%
CCOC(=O)c1sc2nc(C(C)C)c3c(c2c1N)CC(C)(C)OC3 | -7% | 2.0% | 3% | -11% | -1%
CCCCN=CC1=C(O)C(C(=O)OC)C(C)(C)CC1=O (centres undefined) | -2% | i | -4% | -6% | -2%
CC1=C(C(=O)Nc2ccc(F)cc2)C(c2cccc(C)c2)n2nc(CCCO)nc2N1 (centres undefined) | -1% | 0.6% | 13% | 18% | 4%
CC(=O)N[C@@H]1CC[C@@]2(O)[C@H]3Cc4ccc(O)c5c4[C@@]2(CCN3CC2CC2)[C@@H]1O5 | 2% | 0.5% | / | -7% | -8%
O=C(COc1ccccc1Cl)N1CCc2ccccc2C1 | -10% | 0.4% | 2% | 60% | 7%
COc1cc2c(cc1OC)C(SC)=NC1(CCCC1)C2 | 2% | 0.5% | 3% | 54% | 2%
Cc1cc(-c2nnc(CCC(=O)N(C)Cc3ccsc3)o2)no1 | -2% | 1.0% | 0% | 39% | 4%
O=C(COc1ccccc1)NNC(=S)NC(=O)c1ccccc1 | 4% | 52% | 13% | ? | 56%
CC(C(=O)NC1CCCC1)N(Cc1ccco1)C(=O)c1snc(C(=O)NC2CCCC2)c1N (centres undefined) | -5% | 1.6% | -3% | 25% | -2%
Cc1nc(SCC(=O)N2CC(=O)Nc3ccccc32)c2c(C)c(C)sc2n1 | -4% | 1.6% | -11% | 65% | -2%
COC(=O)c1ccc(C2C(Oc3ccc(OC)cc3)C(=O)N2CCc2ccc(OC)c(OC)c2)cc1 (centres undefined) | -4% | i | -7% | -16% | 6% | VEEV TC-83 Vero 10K pilot screen=0.0
CCOc1cc(N2CCOCC2)c(OCC)cc1NC(=O)Cc1ccc(OC)c(OC)c1 | 13% | 3.2% | 2% | 8% | 2%
CC(=O)Nc1ccc(NC(=O)c2ccccc2N(Cc2ccccc2)S(C)(=O)=O)cc1 | -8% | i | 4% | -8% | 10%

Six entries drawn at random from those above:
SMILES | influenza NS1A | VEEV TC-83 Vero | Salmonella PhoP GFP | tuberculosis growth | M. tuberculosis HTS | others
COc1cc2c(cc1OC)C(SC)=NC1(CCCC1)C2 | 2% | 0.5% | 3% | 54% | 2%
O=C(COc1ccccc1)NNC(=S)NC(=O)c1ccccc1 | 4% | 52% | 13% | ? | 56%
Cc1nc(SCC(=O)N2CC(=O)Nc3ccccc32)c2c(C)c(C)sc2n1 | -4% | 1.6% | -11% | 65% | -2%
CC(=O)NC1CSCC1OC(C)=O (centres undefined) | 3% | 1.3% | -3% | 15% | -4%
CCN(CC)S(=O)(=O)c1ccc(N2CCOCC2)c(NC(=O)CSCc2c(C)noc2C)c1 | -7% | 2.6% | / | / | /
COC(=O)c1ccc(C2C(Oc3ccc(OC)cc3)C(=O)N2CCc2ccc(OC)c(OC)c2)cc1 (centres undefined) | -4% | i | -7% | -16% | 6% | VEEV TC-83 Vero 10K pilot screen=0.0

Next section
SMILES | influenza NS1A | VEEV TC-83 Vero | Salmonella PhoP GFP | tuberculosis growth | M. tuberculosis HTS | others
COC(=O)C1=C(c2cc3ccccc3s2)C[C@@H]2CC[C@H]1N2C(=O)NCc1ccco1 | 7% | 2.1% | -1% | 24% | 3%
COc1ccc(C(=O)NC(Nc2ccccc2)C(Cl)(Cl)Cl)cc1 (centres undefined) | 2% | 5.6% | -3% | -2% | -6%
CC(=O)c1sc(NC(=O)CS(=O)(=O)c2ccccc2)nc1C | -3% | 0.5% | 2% | -8% | 0%
COc1ccc(N2CCN(C(=O)c3cc4cc(Cl)ccc4[nH]3)CC2)cc1 | -1% | 0.2% | 8% | -7% | -8%
O=C(CSc1ncn[nH]1)Nc1ccc(S(=O)(=O)Nc2ncccn2)cc1 | -6% | 0.6% | -15% | 11% | 2%
OC(Cc1cccnc1)(Cc1cccnc1)c1cc2ccccc2[nH]1 | 18% | 1.4% | -4% | 16% | -4%

Screens from PubChem BioAssay.
